A3A deaminase: inhibitors of human APOBEC3A DNA deaminase | AID 493011 | P31941 | inhibition, % at 20 µM | recombinant A3A, FAM/TAMRA ssDNA deamination fluorescence | 330,000 compounds, 0.41% hits;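 active means at least 40% inhibition at 20 µM here, with at most 30% in a related deaminase screen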;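 further: plate controls were A3A with DMSO for no effect and wells lacking A3A enzyme for full effect; some results filed as inactive read as strong as hits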
Target sequence (P31941 whole entry, looked up): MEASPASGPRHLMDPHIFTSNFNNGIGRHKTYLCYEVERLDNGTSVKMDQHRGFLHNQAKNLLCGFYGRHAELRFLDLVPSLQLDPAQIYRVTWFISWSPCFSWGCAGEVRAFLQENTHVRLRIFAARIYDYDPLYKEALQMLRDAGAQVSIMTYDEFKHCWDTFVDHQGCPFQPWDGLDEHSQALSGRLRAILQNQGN
HKDC1 inhibitor: inhibitors of human hexokinase HKDC1; Q2TB90; recombinant HKDC1, G6PDH/diaphorase resazurin coupled fluorescence; inhibition, % at 20 µM; 340,000 compounds, 0.16% hits;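 active means inhibition above about 35% when tested at 20 µM, limit read from the data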;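 further: plate controls were DMSO wells with enzyme for no effect and DMSO wells lacking enzyme for full effect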
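System: Recombinant HKDC1 hexokinase | Amount: HKDC1 at 5 µg/mL | Reagent: Glucose with 1 mM ATP | Doses: Single 20 µM dose | Incubation: Reaction time 90 min, room temperature, protected from light | Signal: Coupled resazurin fluorescence, excitation 525 nm, emission 613 nm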
hIAP activ: human IAP activation. purified human IAP, CDP-Star luminescence, 30 min; active compounds read high; 1 = vehicle-only enzyme, 0 = enzyme-free background. activation factor at 10 µM. 330,000 compounds, 0.16% hits. AID 2524;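 active means activation factor of the enzyme at least 2-fold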; further: the source names both 10 and 20 µM as test concentration; values of inactives mirror those of a sister screen read the other way
Target sequence (P09923 whole entry, looked up): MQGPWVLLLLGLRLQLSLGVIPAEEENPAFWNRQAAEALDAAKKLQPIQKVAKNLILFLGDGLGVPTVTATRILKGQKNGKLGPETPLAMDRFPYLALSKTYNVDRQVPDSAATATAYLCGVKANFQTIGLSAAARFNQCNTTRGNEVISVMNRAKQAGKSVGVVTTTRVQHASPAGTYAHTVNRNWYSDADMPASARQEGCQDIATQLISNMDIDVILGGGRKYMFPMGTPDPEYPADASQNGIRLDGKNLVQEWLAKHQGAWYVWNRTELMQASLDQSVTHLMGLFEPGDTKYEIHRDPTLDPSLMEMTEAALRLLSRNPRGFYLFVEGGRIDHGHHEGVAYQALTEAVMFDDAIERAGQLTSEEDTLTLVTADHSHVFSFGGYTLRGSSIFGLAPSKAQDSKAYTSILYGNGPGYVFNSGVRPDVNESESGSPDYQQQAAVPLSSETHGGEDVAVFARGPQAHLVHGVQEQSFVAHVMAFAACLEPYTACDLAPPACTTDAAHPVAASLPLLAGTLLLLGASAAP
hIAP inh: human IAP inhibition | 330,000 compounds, 0.12% hits | inhibition, % at 10 µM | P09923 | purified IAP, CDP-Star luminescence, 30 min;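 active means inhibition reaching a set limit with compound at 10 µM in the primary screen, cut at about 35% in these data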;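 further: plate controls were DMSO wells with enzyme for no effect and no-enzyme buffer wells for full effect; values of inactives mirror those of a sister screen read the other way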
ATG4B inh: blocks human ATG4B protease cleavage of LC3 substrate. Q9Y4P1. ATG4B cleavage of LC3-PLA2, NBD-HPC fluorescence, 1 h. inhibition, % at 8.33 µM. 340,000 compounds, 0.51% hits. AID 504462; in the data active means inhibition above about 40%
PfGluPho inh: PfG6PD (Plasmodium falciparum) enzyme inhibition | PfGluPho enzyme, NADPH resazurin-diaphorase fluorescence | inhibition, % at 20 µM | 350,000 compounds, 0.78% hits | AID 504690;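 active means inhibition reaching at least a set limit at 20 µM in the primary screen, cut at about 59% in these data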;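 further: 0% = DMSO wells with substrate and 100% = DMSO wells lacking glucose-6-phosphate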
mIAP inh: mouse IAP inhibition; purified mouse IAP, CDP-Star luminescence, 30 min; inhibition, % at 10 µM; 330,000 compounds, 0.2% hits; AID 2806;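 active means inhibition of at least 40% at 10 µM in the primary screen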;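 further: plate controls were DMSO with enzyme for no effect and no enzyme wells for full effect; values of inactives mirror those of a sister screen read the other way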
mIAP act: mouse IAP activation. muIAP, CDP-Star luminescence, 30 min; active compounds read high; 1 = vehicle-only enzyme signal, 0 = enzyme-free wells. activation factor at 10 µM. 330,000 compounds, 0.24% hits;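 active means activation factor of at least 2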; further: the source names both 10 and 20 µM as test concentration; values of inactives mirror those of a sister screen read the other way
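also added = chemiluminescent substrate CDP-Star | test system = mouse IAP enzyme | signal = chemiluminescence readout | compound = DMSO-dissolved test compounds | incubation = 30 min at room temperature | benchmarks = DMSO wells, no-enzyme wells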
Starred values were filed as active, the others as inactive; nt = no result given; & = joins results of further samples. Rows were taken by chance; about 2.4% have a hit in one of these screens.

SMILES	A3A deaminase	HKDC1 inhibitor	hIAP activ	hIAP inh	ATG4B inh	PfGluPho inh	mIAP inh	mIAP act
Cn1nc(-c2ccc(Cl)cc2)c2cc(C(=O)N3CCCC3)sc21	-3	-9	0.96	4	-7	17	13	0.87
CCOC(=O)CSc1c(-c2cccs2)[nH]c2ccccc12	0	10	0.79	21	16	32	18	0.82
CC1(C)CC(=O)C(Sc2ccccc2C(=O)O)=C(O)C1	2	-10	0.91	9	2	-7	-5	1.1
COc1ccc(N2CCN(S(=O)(=O)c3ccc4c(c3)NC(=O)CS4)CC2)cc1	1	-2	1	-2	-14	-2	-3	1
Cc1ccc(-c2ccc(/C=C3\SC(N4CCOCC4)=NC3=O)o2)cc1	3	5	0.8	20	-16	21	10	0.9
Cc1ccc(/C=C(\NC(=O)c2ccccc2)C(=O)NCCN2CCOCC2)o1	-3	-6	1	-3	-3	2	-4	1
Cc1ccc(S(=O)(=O)n2nc(-c3ccco3)nc2SCc2ccccc2)cc1	2	5	0.94	6	-5	10	11	0.89
Cc1ccc(S(=O)(=O)N2CCN(C)CC2)cc1C	-6	-6	1.1	-14	3	14	-8	1.1
CC(=O)/C=C(/C)NC(Cc1c[nH]c2ccccc12)C(=O)O (stereo not given)	-4&-2	1&-2	1.1&1.1	-7&-14	2&-4	-6&-7	2&0	0.98&1
CCOC(=O)/C(C#N)=N/Nc1c(C)n(C)n(-c2ccccc2)c1=O	3	13	1	0	3	-24	6	0.94

Continued, overlapping the part above by 2 compounds.
SMILES	A3A deaminase	HKDC1 inhibitor	hIAP activ	hIAP inh	ATG4B inh	PfGluPho inh	mIAP inh	mIAP act
CC(=O)/C=C(/C)NC(Cc1c[nH]c2ccccc12)C(=O)O (stereo not given)	-4&-2	1&-2	1.1&1.1	-7&-14	2&-4	-6&-7	2&0	0.98&1
CCOC(=O)/C(C#N)=N/Nc1c(C)n(C)n(-c2ccccc2)c1=O	3	13	1	0	3	-24	6	0.94
COc1ccc(-c2cc3cc(F)ccc3cn2)cc1	-1	8	0.96	4	-2	24	-2	1
CCCCn1c(=O)c(-[n+]2ccccc2)c([O-])c2ccccc21	-4	0	1.1	-15	5	37	1	0.99
NS(=O)(=O)OCCCc1ccccc1	3	-5	0.91	9	5	5	-2	1
C(=N\Nc1ncnc2ccccc12)/c1ccccc1	0	6	1.1	-7	-6	24	7	0.93
Cc1cc(C)cc(NC(=O)CS(=O)(=O)c2ccccc2)c1	-2	-2	1.2	-16	-4	9	-6	1.1
Cc1cccc(N2C(=O)C(O)=C(C(=O)c3cccs3)C2c2cccc(Oc3ccccc3)c2)n1 (stereo not given)	1	5	0.92	8	7	-18	5	0.95
C[C@H](CO)N1C[C@H](C)[C@@H](CN(C)S(=O)(=O)c2ccccc2)Oc2c(cccc2N(C)C)C1=O	2	-5	1.1	-6	-3	-6	18	0.82
CCOC(=O)N1CCN(C(=O)c2ccc3c(c2)N(C)C(=O)/C(=C\c2ccc(OCC)c(OC)c2)S3)CC1	-1	2	1.2	-18	1	-11	-1	1
COc1ccc2c(c1)c1ncn(CCN3CCCC3)c(=O)c1n2C	1	2	0.92	8	-18	2	-6	1.1
CCOC(=O)C(c1ccccc1)C(Nc1ccccc1)c1ccccn1 (stereo not given)	-1	-2	0.97	3	-16	1	4	0.95
Cc1ccc(C(=O)NC2CCN(C(=O)Nc3ccc(F)cc3)CC2)cc1	2	-4	1	-2	-8	-5	1	0.99
Cc1oc(-c2ccccc2)nc1C(=O)OCC(=O)NC(C)c1ccccc1 (stereo not given)	-2	-3	1.1	-9	2	-8	-6	1.1
CCn1nnc(NC(=O)c2cc(Cl)c(OC)c(Cl)c2)n1	1	-7	0.95	4	-2	-3	0	1
O=C(Nc1cccc2ncccc12)c1ccc([N+](=O)[O-])o1	0	2	0.79	21	1	12	10	0.9
O=C(O)COc1ccccc1/C=N/NC(=O)CSc1nc2ccccc2n1Cc1ccc(Cl)cc1	-6	-2	1.4	-43	-6	-10	-3	1
CCOC(=O)c1cc(CC)sc1NC(=O)CC1Sc2ccc(C(F)(F)F)cc2NC1=O (stereo not given)	-1	-9	1.1	-11	0	-5	-1	1
Cc1c(Cl)ccc(S(=O)(=O)NCCCn2ccnc2)c1Cl	-1	-5	0.92	8	5	-9	-2	1
COc1cc(/C=C2\N=C(c3ccccc3)NNC2=O)cc(OC)c1OC	-2	2	1.1	-12	-4	-1	-5	1.1
COc1ccc(NC(=S)NCCc2c[nH]c3ccc(OC)cc23)c(OC)c1	-6	-13	1.1	-9	-7	-7	-15	1.2
O=C(CSc1nncn1-c1ccccc1)Nc1c(F)cccc1F	-2	3	0.97	3	3	-5	8	0.92

Looked up one by one from the entries so far, 2 records:
SMILES	A3A deaminase	HKDC1 inhibitor	hIAP activ	hIAP inh	ATG4B inh	PfGluPho inh	mIAP inh	mIAP act
CCOC(=O)/C(C#N)=N/Nc1c(C)n(C)n(-c2ccccc2)c1=O	3	13	1	0	3	-24	6	0.94
Cc1ccc(C(=O)NC2CCN(C(=O)Nc3ccc(F)cc3)CC2)cc1	2	-4	1	-2	-8	-5	1	0.99

New compounds follow.
SMILES	A3A deaminase	HKDC1 inhibitor	hIAP activ	hIAP inh	ATG4B inh	PfGluPho inh	mIAP inh	mIAP act
CCOc1cc(/C=C2/C(=O)ON=C2C)ccc1OCc1ccccc1F	-3	9	0.97	3	7	-2	9	0.91
CCCCNC(=O)OCC(CC)NC(=O)OCC(C)C (stereo not given)	-1	-2	1	0	-13	0	5	0.95
CCN(CC)C(=O)c1[nH]cnc1C(=O)Nc1cccc(Cl)c1	-4	4	1.1	-8	-11	-3	2	0.98
Cc1ccc(NC(=O)CCn2c(=O)oc3ccccc32)cc1	-5	-1	1.2	-19	-8	-1	-11	1.1
Cc1cc(=O)[nH]c(N/N=C/c2c[nH]c3ccccc23)n1	-5	-3	1.2	-17	-7	10	0	1
Cc1cc(NC(=O)C(C)SCC(=O)N(C)Cc2ccccc2F)no1 (stereo not given)	-3	4	0.92	8	3	-8	5	0.95
Cc1cc(C)c2nc(NC(=O)c3ccc(OCC4CCCO4)cc3)sc2c1 (stereo not given)	2	-8	0.85	15	-20	-1	4	0.95
NS(=O)(=O)c1ccc2nc(NC(=O)CS(=O)(=O)c3ccccc3)sc2c1	-2	-4	1.1	-14	-5	-20	-3	1
Cc1cc(NS(=O)(=O)c2ccccc2)n(-c2ccccc2)n1	3	1	0.89	11	9	-22	-1	1
CS(=O)(=O)N(CC(=O)Nc1ccccc1)c1cccc(Cl)c1Cl	3	1	1	-3	-5	13	-13	1.1
CCOC(=O)C(=NC1CCCCC1)NNc1cccc(C(F)(F)F)c1	-8	0	1.1	-13	15	16	5	0.95
CCOC(=O)c1nnn(CC(=O)Nc2ccccc2OC)c1C(=O)OCC	0	1	0.97	3	1	-2	14	0.86
C[C@@H]1NC(=O)N(c2ccc(F)cc2)C1=O	2	-2	1	-2	-3	8	1	0.99
CCCCc1ccc(NC(=S)NCCN2CCOCC2)cc1	2	-6	0.96	4	-3	9	2	0.98
Cc1ccc(S(=O)(=O)NCc2cn3ccccc3n2)c(C)c1	-3	-2	1.3	-31	0	-6	4	0.96
Cc1ccc(NC(=S)N2CCN(C(=O)C3CCCO3)CC2)cc1 (stereo not given)	-5	-1	0.99	1	-2	-7	-2	1
COc1ccc(CCNC(=O)C(=O)NCC2CCCN2S(=O)(=O)c2cccs2)cc1 (stereo not given)	-5	-2	1.3	-29	-3	-13	4	0.96
CC(Sc1nc2ccccc2[nH]1)C(=O)Nc1ccccc1F (stereo not given)	-2	-6	1.2	-17	-12	10	5	0.95
CCCCCOc1ccc(C(O)C(CN2CCOCC2)c2ccccc2)cc1 (stereo not given)	-6	-2	1.2	-16	-5	19	6	0.94
Cc1ccc(C)c(SCc2nc3sc(C(=O)O)c(C)c3c(=O)[nH]2)c1	7	-3	1.2	-17	-2	-23	3	0.97
COc1ccc(NC(=O)CSC2=C(C#N)C(c3ccco3)C3=C(CCCC3=O)N2)c(OC)c1 (stereo not given)	-2	6	1.4	-40	-17	1	0	1
O=C(Nc1nccs1)c1cc2cc(Cl)ccc2oc1=O	2	15	0.93	7	10	-14	14	0.85
COc1ccc(Nc2nc(C(=O)NCc3ccco3)cs2)cc1	-6	-2	1.1	-5	-2	-2	-17	1.2
O=C(NCc1ccccc1)C1=C[C@@H](c2ccc(Br)cc2)C[C@@H](OCc2ccc(CO)cc2)O1	-4	2	1.1	-5	3	10	-1	1
Cc1ccc(C)c(N(C(=O)Cn2nnc(-c3cccs3)n2)C(C(=O)NC2CCCC2)c2ccncc2)c1 (stereo not given)	1	2	1	-2	2	-7	-10	1.1
COc1ccc2ccc3c(c2c1)N=CC1(O3)N(C)c2ccccc2C1(C)C (stereo not given)	-8	16	0.95	5	0	19	7	0.93
CCCc1nnc(NC(=O)Nc2ccccc2OC)s1	1	-2	0.99	1	-7	2	-6	1.1
Cc1ccc(S(=O)(=O)N2CCN(c3ncnc4sccc34)CC2)cc1	-5	-2	0.9	10	-11	-2	10	0.9
COc1ccc(CCNC(=O)C(=O)NCC2OCCN2S(=O)(=O)c2cc(F)ccc2F)cc1 (stereo not given)	-5	-6	0.89	11	-20	2	2	0.98
O=C(c1cc(C2CC2)nc2ccc(Br)cc12)N1N=C(C(F)F)CC1(O)C(F)F (stereo not given)	2	9	1	-2	2	-5	9	0.91
Cc1nc2ncnn2c(C)c1CCC(=O)NCc1ccccc1	3	-5	0.9	10	6	-11	2	0.98
O=S(=O)(NC1CCCCC1)c1ccc(Cl)nc1	7	-8	0.93	7	0	0	-4	1
CCOc1ccccc1NC(=O)CSc1nnnn1-c1ccccc1	2	-4	0.81	19	2	13	6	0.94
O=C(N/N=C/c1cccc(O)c1)c1csc2ccccc12	6	-5	0.85	15	-22	10	0	1
COc1ccc2c(c1)C(=O)N(c1ccccc1OC)C(=O)C2	-6	1	1	0	0	5	0	1
Cc1noc(C)c1S(=O)(=O)N(C)C[C@H]1Oc2c(NC(=O)Nc3ccc4c(c3)OCO4)cccc2C(=O)N([C@H](C)CO)C[C@@H]1C	-2	-1	0.96	4	nt	1	-20	1.2
COc1cc(CN2CCC(C(=O)N3CCCC(C)C3)CC2)cc(Br)c1O (stereo not given)	-6	-1	0.96	4	-2	-4	-2	1
O=C(CSc1nnc(CNc2ccc(F)cc2)o1)c1ccccc1	0	13	1.2	-17	4	-13	4	0.95
COc1ccc(NC(=S)N(CCCN2CCCC2)Cc2cccs2)cc1	2	6	0.97	3	5	2	2	0.98
CN1CCCC(n2nc(Cc3ccc(Cl)cc3)c3ccccc3c2=O)CC1 (stereo not given)	-3	-4	0.88	12	5	4	5	0.95
COc1cc(/C=C/CO)ccc1O[C@@H]1O[C@H](CO)[C@@H](O)[C@H](O)[C@H]1O	-5	6	0.94	6	-16	-10	15	0.85
CS(=O)(=O)N(CC(=O)O)Cc1cccc(CN(CC(=O)O)S(C)(=O)=O)c1	-6	-1	0.94	6	-1	-12	-6	1.1
CCOC(=O)c1sc(=S)n(C)c1NC(=O)c1ccccc1C	3	-8	0.93	7	3	55	4	0.96
CS(=O)(=O)c1ccc(C(=O)OCC(=O)NC2CCS(=O)(=O)C2)cc1[N+](=O)[O-] (stereo not given)	2	8	1	-2	-9	8	5	0.95
O=C(Cc1ccc(S(=O)(=O)N2CCCC2)s1)Nc1cccc([N+](=O)[O-])c1	-2	-1	1	-2	-2	19	16	0.84
COc1ccccc1NC(=O)c1cnc2n(c1=O)CCS2	-1	-1	0.94	6	-1	8	9	0.91
COc1ccccc1NC(=O)Cn1nc(-c2ccc(Cl)cc2)c2ccccc2c1=O	-6	0	1.2	-21	-14	6	4	0.96
